From PubChem
TRPML3 agonist – agonists of human TRPML3 channel; HEK293 TRPML3-YFP, Fluo-8 calcium fluorescence; 100% = the carbachol control signal; activation, % at 3 µM; 0.29% of 220,000 active;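 active means activation above its plate's cutoff, the mean activation of the plate's test wells plus 3 SD, cut at about 12% in these data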;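 further: 0% = DMSO only wells and 100% = carbachol wells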
Target sequence (Q8TDD5 whole entry, looked up): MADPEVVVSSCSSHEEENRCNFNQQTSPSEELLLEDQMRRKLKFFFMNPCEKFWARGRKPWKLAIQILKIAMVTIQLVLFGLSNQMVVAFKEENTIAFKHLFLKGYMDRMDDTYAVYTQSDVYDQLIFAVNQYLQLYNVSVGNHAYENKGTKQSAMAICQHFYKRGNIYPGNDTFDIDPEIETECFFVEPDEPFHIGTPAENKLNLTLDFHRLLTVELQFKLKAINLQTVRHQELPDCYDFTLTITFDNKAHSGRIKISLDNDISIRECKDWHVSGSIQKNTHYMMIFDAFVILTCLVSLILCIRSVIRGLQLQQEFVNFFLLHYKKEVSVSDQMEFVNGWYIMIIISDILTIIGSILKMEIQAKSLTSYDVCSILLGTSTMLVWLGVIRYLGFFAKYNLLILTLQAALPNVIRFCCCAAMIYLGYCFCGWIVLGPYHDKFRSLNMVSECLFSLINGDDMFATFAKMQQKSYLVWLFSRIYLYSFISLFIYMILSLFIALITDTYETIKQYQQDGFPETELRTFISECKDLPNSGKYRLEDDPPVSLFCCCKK
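system = HEK293 cells stably carrying human TRPML3-YFP | doses = one concentration, 3 µM nominal, 0.3% DMSO | timing = dye loading 1 h 37 °C then 30 min ambient, 125 s read | detection = Fluo-8 calcium dye fluorescence, ex 470-495, em 515-575 nm | benchmarks = high control carbachol 87 µM, low control DMSO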
Thrombin inh – blocks human thrombin protease activity | P00734 | alpha-thrombin, Boc-VPR-AMC fluorogenic substrate cleavage | inhibition, % at 5 µM | 0.26% of 220,000 active | AID 1046;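 active means inhibition at or above 40%; inactive means inhibition below 40%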;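 further: 0% = enzyme with no compound and 100% = wells without enzyme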
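Material: human alpha-thrombin enzyme / Medium: pH 7.5 Tris (50 mM) with NaCl 150 mM, Tween 20 0.05% / Compound: single-point dosing at 5 µM, 0.2% DMSO / Incubation: enzyme reaction carried out at room temperature / Detection: AMC fluorescence, 355/460 nm / Read-out basis: percent inhibition scaled between no-compound controls and no-enzyme blanks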
PPC-1+TRAIL kill – compounds killing PPC-1 cancer cells with TRAIL present (potentiator screen, no TRAIL-free arm) | PPC-1 cells + TRAIL, ATPLite viability luminescence | cell killing (% activity), % at 4 µM | 0.41% of 220,000 active;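 active means cell killing above 50% in the first pass at 4 µM, then a duplicate retest at 5 µM averaging 50% or more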;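 further: plate controls were cells with TRAIL plus DMSO for no effect and medium-only wells lacking cells for full effect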
Tb hexokinase – blocks Trypanosoma brucei hexokinase 1 activity; recombinant TbHK1, G6PDH-coupled NADH A340; inhibition, % at 10 µM; 0.11% of 220,000 active; AID 1430;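 active means inhibition of 50% or more in the single-dose primary screen; inactive means inhibition below 50%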
EBV gp42 block – EBV gp42 inhibition; Q1HVG2; Fluorescence polarization binding assay, mP read-out; inhibition, % (tested at 21.74 µM); 0.42% of 220,000 active; AID 1085; in the data active means inhibition above about 50%
Target sequence (Q1HVG2 whole entry, looked up): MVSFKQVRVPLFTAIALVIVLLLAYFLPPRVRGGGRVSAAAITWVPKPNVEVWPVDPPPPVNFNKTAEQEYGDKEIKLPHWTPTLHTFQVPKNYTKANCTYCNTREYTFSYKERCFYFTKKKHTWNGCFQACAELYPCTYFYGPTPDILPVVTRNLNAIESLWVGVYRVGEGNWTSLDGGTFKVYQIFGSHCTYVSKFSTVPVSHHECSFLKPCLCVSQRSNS
Cl transport mod – KCC2 (human) Cl- transport modulation; Q9H2X9; KCC2 cells, thallium flux FluoZin-2 fluorescence; B-score of Tl+ flux slope (higher = more flux/activation; lower = inhibition) at 10 µM; 2.2% of 190,000 active;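 active means thallium flux slope and its plate-corrected score both differing from the plate sample mean at a set confidence after two filtering rounds, in either direction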;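 further: slope of fluorescence scaled to starting intensity during 10 to 20 s after thallium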
zfTRPN1 agonist – activates the zebrafish TRPN1 channel; HEK293 zebrafish TRPN1-YFP, Fluo-8 calcium fluorescence; 100% = response to 87 µM carbachol; activation, % at 3 µM; 0.18% of 220,000 active;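 active means activation above its plate's cutoff, the mean activation of test wells on that plate plus 3 SD, cut at about 19% in these data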;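 further: 0% = DMSO alone and 100% = 87 µM carbachol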
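Assay system: Zebrafish TRPN1-YFP in HEK293 cells | Incubation: Dye loading 1 h at 37 °C, then 30 min room temperature | Measured by: Kinetic Fluo-8 fluorescence, ex 470-495, em 515-575 nm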
m-calpain inh – inhibitors of pig calpain II; purified calpain II, fluorogenic peptide substrate, 30 min; inhibition, % at 16 µM; 0.37% of 220,000 active;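 active means inhibition above about 50%, limit read from the data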
Furin inh – blocks human furin protease activity. AID 463115. inhibition, % at 30 µM. 0.061% of 220,000 active. purified furin, fluorogenic substrate cleavage. P09958; in the data active means inhibition above about 25%; further: inactives centre near -15
Active calls of the source: *; i = inactive; x = no result given; [ ] = another dose, or the depositor's remark.

SMILES	TRPML3 agonist	Thrombin inh	PPC-1+TRAIL kill	Tb hexokinase	EBV gp42 block	Cl transport mod	zfTRPN1 agonist	m-calpain inh	Furin inh
COc1ccc(NC(=S)N(Cc2cccc(Br)c2)CC2CCC(C(=O)O)CC2)cc1 (stereo not drawn)	0.6	4	7	-7	-4	0.64	0.6	15	-28
CCOC(=O)C1=C(C)Nc2nc3ccccc3n2C1c1ccc(O)cc1 (stereo not drawn)	-0.1	1	-8	5	-9	0.39	0.9	-11	-16
Cc1cc(C)n2cc(CSc3nnc(-c4ccccc4)o3)nc2n1	0.5	-3	-3	2	-6	x	1.0	-44	-26
Cc1nc(-c2ccc(S(=O)(=O)Oc3ccc(Cl)cc3Cl)s2)cs1	1.3	-8	4	-9	2	-0.73	1.0	27	-10
Cc1onc(-c2ccccc2Cl)c1C(=O)NCCN1CCOCC1	1.1	0	10	11	-17	-2.9	0.7	-6	-24[20 µM]
Cc1ccc(C(=O)CSc2nnc(-c3ccccc3)n2-c2ccccc2)o1	-0.7	2	-23	0	0	-0.17	2.1	15	-29[20 µM]
O=C(Nc1ccc2c(c1)OCO2)C1CCCN1C(=O)Nc1ccccc1F (stereo not drawn)	-0.3	0	4	-7	1	-0.14	0.6	18	-3[20 µM]
COc1ccc(C2C(C(=O)N3CCCCC3)CCC(=O)N2c2cc(OC)c(OC)c(OC)c2)cc1 (stereo not drawn)	0.8	7	18	-5	-16	1.7	0.4	-8	-24[20 µM]
O=C(CCCl)Nc1ccc(S(=O)(=O)NCc2ccco2)cc1	0.3	2	23	-5	-5	0.12	2.0	-22	-20
Cc1cccc(NC(=O)c2cc(Cl)ccc2[N+](=O)[O-])c1	-0.4	-2	8	-1	-7	0.32	-2.1	6	-30
Cc1cc(NC(=S)NC(=O)/C=C/c2ccc(S(=O)(=O)N3CCOCC3)cc2)ccc1Br	0.6	3	-14	-12	-4	1.2	0.6	-132	-13
CC(C)(C)c1ccc(-c2nc(C#N)c(NCc3ccncc3)o2)cc1	0.2	0	14	-9	6	-0.12	-0.2	-36	-11
Cc1cc(C)c(C(N)=O)c(NC(=O)Nc2ccccc2Cl)n1	-0.2	-5	-3	-4	-1	-0.19	0.5	-23	-5[20 µM]
Cc1ccc(OCc2cc(C(=O)Nc3ccccc3)oc2C)cc1	-1.1	-3	-15	0	-21	0.19	-1.1	10	-7[20 µM]
Cc1nn(C)c(Cl)c1NC(=O)OCc1ccc(F)cc1	1.6	-6	8	-1	-8	-1.5	4.0	-34	-17[20 µM]
Cc1ccc2nc(-c3ccc(NC(=O)C4CCCO4)cc3)[nH]c2c1 (stereo not drawn)	0.3	-6	65*[5 µM]	-24	12	0.056	0.5	-72	-70[20 µM]
CCc1nc(SCC(=O)Nc2cc(C)on2)n[nH]1	0.1	11	15	5	-4	1.2	-0.6	4	-27
CCN(CC)C(=O)C1CCCN(c2ccccc2[N+](=O)[O-])C1 (stereo not drawn)	0.3	1	12	-9	-17	-0.26	-0.1	11	-19
CSc1nnc([C@H](Cc2c[nH]c3ccccc23)NC(=O)OC(C)(C)C)o1	-0.8	1	-64	-7	-7	-0.12	1.0	-22	-20
CCCOc1ccc(N2CC(C(=O)Nc3ccccc3C(=O)NC)CC2=O)cc1 (stereo not drawn)	-0.2	-2	x	-2	-10	-0.11	0.7	-2	-31

A draw from above in order of SMILES length, falling.
SMILES	TRPML3 agonist	Thrombin inh	PPC-1+TRAIL kill	Tb hexokinase	EBV gp42 block	Cl transport mod	zfTRPN1 agonist	m-calpain inh	Furin inh
COc1ccc(C2C(C(=O)N3CCCCC3)CCC(=O)N2c2cc(OC)c(OC)c(OC)c2)cc1 (stereo not drawn)	0.8	7	18	-5	-16	1.7	0.4	-8	-24[20 µM]
CCCOc1ccc(N2CC(C(=O)Nc3ccccc3C(=O)NC)CC2=O)cc1 (stereo not drawn)	-0.2	-2	x	-2	-10	-0.11	0.7	-2	-31
Cc1nc(-c2ccc(S(=O)(=O)Oc3ccc(Cl)cc3Cl)s2)cs1	1.3	-8	4	-9	2	-0.73	1.0	27	-10
O=C(Nc1ccc2c(c1)OCO2)C1CCCN1C(=O)Nc1ccccc1F (stereo not drawn)	-0.3	0	4	-7	1	-0.14	0.6	18	-3[20 µM]
CCOC(=O)C1=C(C)Nc2nc3ccccc3n2C1c1ccc(O)cc1 (stereo not drawn)	-0.1	1	-8	5	-9	0.39	0.9	-11	-16
Cc1cccc(NC(=O)c2cc(Cl)ccc2[N+](=O)[O-])c1	-0.4	-2	8	-1	-7	0.32	-2.1	6	-30
Cc1cc(C)n2cc(CSc3nnc(-c4ccccc4)o3)nc2n1	0.5	-3	-3	2	-6	x	1.0	-44	-26
O=C(CCCl)Nc1ccc(S(=O)(=O)NCc2ccco2)cc1	0.3	2	23	-5	-5	0.12	2.0	-22	-20
Cc1ccc(OCc2cc(C(=O)Nc3ccccc3)oc2C)cc1	-1.1	-3	-15	0	-21	0.19	-1.1	10	-7[20 µM]
CCc1nc(SCC(=O)Nc2cc(C)on2)n[nH]1	0.1	11	15	5	-4	1.2	-0.6	4	-27

(list continues)
SMILES	TRPML3 agonist	Thrombin inh	PPC-1+TRAIL kill	Tb hexokinase	EBV gp42 block	Cl transport mod	zfTRPN1 agonist	m-calpain inh	Furin inh
COc1ccccc1-c1c(C)oc2c(CN3CCN(CCO)CC3)c(O)ccc2c1=O	0.5	-11	4	-28	-7	0.25	0.5	i	-21
Cc1ccc(-n2c(C)cc(/C=N/NC(=O)CC3(C)OCCO3)c2C)cc1	-0.2	0	14	-18	-16	1	-1.6	-13	-13[20 µM]
CCCCCC1CC(CC(=O)Nc2nncs2)C(=O)O1 (stereo not drawn)	-1.2	-5	-15	5	-7	-0.65	-1.1	3	-14[20 µM]
O=C(NCCc1ccccc1)c1c(O)c2cccc3c2n(c1=O)CC3	1.0	5	8	-4	-13	0.048	0.3	-30	-10
Cc1ccc(S(=O)(=O)/N=C2/NC(=O)/C(=C/c3ccc(Br)o3)S2)cc1	-0.4	-7	5	33	7	0.76	-0.7	20	1
Cc1ccc(-c2cc(C(=O)Nc3ccccc3C)c3ccccc3n2)o1	1.2	3	-17	0	-8	0.41	-0.2	-350	-25[20 µM]
O=C(OCC(=O)N1CCN(c2ccccc2)CC1)c1ccc2ccccc2n1	0.5	-2	13	3	-19	-1.8	0.3	2	-18[20 µM]
CCN(CC)S(=O)(=O)c1cccc(C(=O)OCC(=O)c2ccc3c(c2)OCCO3)c1	0.0	-4	14	-2	-22	0.21	0.8	16	-19
CCC(=O)Nc1cc(C(=O)OCc2ccc(C(=O)Oc3ccccc3)cc2)ccc1C	1.2	-6	16	9	-4	-0.27	-0.6	22	-8
Cc1[nH]c(C)c2c(=O)[nH]ncc12	0.9	-7	2	-8	-10	-0.15	-0.1	7	-23
O=C(Nc1ccc2oc(=O)ccc2c1)c1ccc(-c2cccc(Cl)c2)o1	-0.1	-1	8	-8	-4	0.72	3.3	50	-20
Cc1ccc(C2NC(=NCc3ccccc3)Nc3nc(C)cc(=O)n32)cc1 (stereo not drawn)	-0.8	-6	25	0	-15	0.11	-2.8	0	-7
CCOc1cc(CNCc2cccs2)ccc1OCC(=O)NC(C)(C)C	0.6	-7	3	8	-20	-0.39	3.5	1	-15
Cc1nn(C)c(C)c1NC(=O)c1ccnn1C	0.5	-3	8	6	-14	1.3	1.0	-14	-9
CCN(CC)S(=O)(=O)c1ccc(=O)[nH]c1	-1.2	5	22	0	-9	0.93	-0.4	-8	-5
Cc1nnc(NC(=O)C2CCCN2S(=O)(=O)c2ccc(Cl)cc2)s1 (stereo not drawn)	0.5	-5	10	-10	0	1.9	0.2	-7	-10
COC(=O)[C@H](CC(C)C)NC(=O)Nc1ccc2c(c1)OCCO2	0.5	-4	5	2	3	x	-0.1	-16	-21
O=C(O)c1ccnc(C(=O)O)c1	1.0	-3	19	-5	23	-0.6	0.3	-2	-22
CCO[C@H]1OC(C(=O)NC2CC2)=C[C@@H](c2coc3ccccc3c2=O)[C@@H]1CCCO	0.4	-5	-8	-4	-11	1.8	0.3	1	-20
O=C(O)CC1=C(O)C(=O)N(c2ccccc2)C1c1ccccc1 (stereo not drawn)	0.7	20	-28[5 µM]	-7	-4	-0.13	0.0	7	-19
NC(=O)CNC(=O)C1CCCc2c1[nH]c1ccc(Cl)cc21 (stereo not drawn)	-0.5	-1	-3	3	-7	-0.43	-1.9	-5	-27[20 µM]
COc1cc(/C=C2/SC(=O)N(Cc3ccccc3Cl)C2=O)ccc1OCc1ccncc1	0.4	-4	-5	-11	-24	-0.62	1.5	-155	-22
COc1ccc(OCCCN2CCCCCC2)cc1	0.5	5	-6	-8	-10	1	-0.8	0	-14[20 µM]
C/C(CC(=O)N1CCN(C=O)CC1)=N\NC(=O)c1ccc(Cl)cc1	-0.1	-14	-4	-4	-5	1.2	-0.3	-9	-16
O=C(O[C@@H]1OC2COC(=O)c3cc(O)c(O)c(O)c3-c3c(cc(O)c(O)c3O)C(=O)O[C@@H]([C@H]1O)[C@@H]2O)c1cc(O)c(O)c(O)c1	0.1	-4	-6	50	-14	-0.76	2.5	28	-6
O=C(Nc1ccc(Cl)c(Cl)c1)c1ccc(Cl)c(Cl)c1	2.0	-3	2	-22	5	-0.63	6.2	-2	-14
CCOc1ccc(S(=O)(=O)Nc2ccccc2C(=O)NCC2CCCO2)cc1 (stereo not drawn)	0.7	5	-15	-6	-13	0.24	0.7	-114	-28
CS(=O)(=O)c1ncc(Cl)c(C(=O)Nc2ccc(N3CCOCC3)cc2)n1	0.6	2	8	-11	-21	-2.4	-0.2	18	-28
CCOc1c(Cl)cc(CNCc2ccncc2)cc1OC	2.2	-5	12	3	3	-1.6	1.4	0	-19
FC(F)(F)c1cnc(Nc2ccc(N3CCOCC3)cc2)c(Cl)c1	0.8	-8	10	-10	-13	1	-0.7	-8	-6
Cn1cccc1C(=O)OCc1cc(Cl)cc2c1OCOC2	-0.3	-1	3	4	-2	0.77	-1.0	20	-33
CC(C)CCN(C(=O)Cc1ccccc1F)c1c(N)n(Cc2ccccc2)c(=O)[nH]c1=O	0.9	-8	-12	1	-6	-0.54	0.9	16	-10
CCOc1ccccc1NS(=O)(=O)c1cn(C)c(=O)n(C)c1=O	1.1	-1	9	-5	-8	-1.2	0.6	-13	-14
CNC(=O)c1sccc1Oc1ccc(F)cc1[N+](=O)[O-]	-0.7	-2	10	-8	-29	x	1.2	-11	-22
COc1ccc(C(=O)NC(C(=O)N2CCc3ccccc32)C(C)C)cc1 (stereo not drawn)	0.7	-4	15	3	-5	-0.48	-0.4	-11	-31
O=C(CS(=O)(=O)Cc1ccccc1)Nc1nc2c(s1)CCCC2	0.0	1	2	-5	-20	-1.1	0.3	18	-13[20 µM]
